# Screening results (PubChem BioAssay)
# APE1 inh: qHTS Assay for Inhibitors of the Human Apurinic/apyrimidinic Endonuclease 1 (APE1). recombinant APE1, TAMRA/BHQ-2 abasic DNA cleavage fluorescence. DNA repair nuclease/redox regulator APEX1 (Homo sapiens), P27695. Potency, µM (top dose mostly 65.8 µM), for the others: top-dose activity change, negative = inhibition, usual class: inhibitors. 350,000 tested, 0.35% active. AID 2517, 2012;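 further: potency means the concentration at half of the fitted maximal effect; plate controls were vehicle for no effect and reference inhibitor for full effect; nearly all actives have a fitted effect of over 55% in size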
#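 Substrate: short duplex with […] THF abasic site, 5'-TAMRA and 3'-BHQ-2, 50 nM final. APE1 at 0.75 nM, preincubated 15 min RT with compound. Fluorescence increase from first to third read measured activity.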
# BLM helicase inh: qHTS Assay for Inhibitors of Bloom's syndrome helicase (BLM) | RecQ-like DNA helicase BLM (Homo sapiens), P54132 | recombinant BLM DNA unwinding, fluorescence dequenching | Potency, µM (doses to about 56.1 µM), for inactives: top-dose activity change, negative = inhibition, most hits filed as inhibitors | 350,000 tested, 0.2% active;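 further: potency means the concentration at half of the fitted maximal effect; plate controls were vehicle for no effect and no enzyme for full effect; nearly all actives have a fitted effect of over 35% in size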
# TRHR agonist: qHTS for Small Molecule Agonists and Allosteric Enhancers of Human TRH Receptor: Primary Screen for Agonists; Thyrotropin-releasing hormone receptor (Homo sapiens), P34981; TRHR cells, calcium flux fluo-8, FDSS agonist mode; activation, % at 2 µM; 360,000 tested, 0.18% active; in the data active means activation above about 30%; further: 0% is about no effect
#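 Fluo-8-loaded TRHR cells; 10 s baseline, compound added, kinetic Ca2+ fluorescence read 1/s, agonist mode.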
# POLB inh: qHTS Assay for Inhibitors of DNA Polymerase Beta; Potency, µM (titrated, usually from 114 µM), inactives show top-dose activity change, negative = inhibition, usual class: inhibitors; AID 485314, 2010; Pol beta primer extension/strand displacement, fluorescence kinetic; 340,000 tested, 1.3% active; P06746; further: potency means the concentration at half of the fitted maximal effect; on the % scale 0 is the no-effect control and ±100 the full control effect
#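 Curves were derived by four-parameter Hill fits of normalized qHTS data. The kinetic fluorescent primer-extension read was taken at 0 and 10 min after 50 nM substrate, following a 15 min room-temperature preincubation of 10 nM enzyme with compounds.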
# Pol kappa inh: qHTS for Inhibitors of Polymerase Kappa | DNA polymerase kappa (Homo sapiens), Q9UBT6 | purified Pol kappa, fluorescent DNA synthesis assay, 10 min | 400,000 tested, 0.53% active | Potency, µM (highest dose often 107 µM), for inactives: at the top dose activity, negative = inhibition, most hits filed as inhibitors; further: potency means the concentration at half of the fitted maximal effect; on the % scale 0 is the no-effect control and ±100 the full control effect
# Target sequence (Q9UBT6 whole entry, looked up): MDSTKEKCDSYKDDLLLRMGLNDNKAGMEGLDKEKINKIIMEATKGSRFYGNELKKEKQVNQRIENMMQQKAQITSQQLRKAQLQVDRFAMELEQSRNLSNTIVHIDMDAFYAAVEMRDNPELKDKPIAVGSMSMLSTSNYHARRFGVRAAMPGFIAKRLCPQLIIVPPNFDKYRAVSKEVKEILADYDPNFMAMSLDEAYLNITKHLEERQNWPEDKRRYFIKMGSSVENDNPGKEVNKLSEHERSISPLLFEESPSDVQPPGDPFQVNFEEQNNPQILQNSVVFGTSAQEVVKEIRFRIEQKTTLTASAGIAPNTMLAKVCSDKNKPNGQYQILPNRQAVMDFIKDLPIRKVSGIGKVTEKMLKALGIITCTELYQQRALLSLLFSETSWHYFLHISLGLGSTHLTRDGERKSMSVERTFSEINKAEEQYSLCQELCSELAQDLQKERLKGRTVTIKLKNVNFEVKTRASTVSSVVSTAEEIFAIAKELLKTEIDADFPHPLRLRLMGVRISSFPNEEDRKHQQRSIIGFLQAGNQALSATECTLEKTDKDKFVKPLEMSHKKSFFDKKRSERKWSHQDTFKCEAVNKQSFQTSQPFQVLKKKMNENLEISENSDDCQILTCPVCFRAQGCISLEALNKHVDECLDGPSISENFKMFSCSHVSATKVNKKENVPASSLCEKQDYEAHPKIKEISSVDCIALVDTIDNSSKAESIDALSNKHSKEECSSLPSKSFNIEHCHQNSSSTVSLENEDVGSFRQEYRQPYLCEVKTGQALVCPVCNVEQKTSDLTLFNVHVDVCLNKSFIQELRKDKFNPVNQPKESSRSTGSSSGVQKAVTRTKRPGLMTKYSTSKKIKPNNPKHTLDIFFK
#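 Kinetic fluorescence readout at 0 and 10 min followed reaction start with substrate at 50 nM final. Beforehand, enzyme (10 nM Pol kappa) stood 15 min with compound at room temperature; buffer-only wells were negative controls.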
# ALOX12 inh: Primary qHTS assay for inhibitors of human arachidonate 12S-lipoxygenase (ALOX12): Round 2 | Polyunsaturated fatty acid lipoxygenase ALOX12 (Homo sapiens), P18054 | purified 12hLO, xylenol orange hydroperoxide absorbance | Potency, µM (doses to about 108 µM), without a hit: at the top dose activity change, negative = inhibition, hits mostly inhibitors | 580,000 tested, 1.1% active; further: potency means the concentration at half of the fitted maximal effect; on the % scale 0 is the no-effect control and ±100 the full control effect
#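 Purified human 12hLO at 150 nM in 25 mM Hepes, 0.01% Triton X-100, pH 7.0, preincubated 15 min at room temperature with compound. Reaction started with 40 uM arachidonic acid, 30 min at room temperature. Hydroperoxide measured by Fe-xylenol orange, 573/405 nm absorbance ratio.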
# Anesthetic bind: qHTS Assay for Identification of Novel General Anesthetics. apoferritin/1-aminoanthracene competitive binding, fluorescence. Potency, µM (top dose mostly 77.5 µM), for inactives: at the highest dose activity change, negative = displacement, usual class: inhibitors. 350,000 tested, 0.074% active. AID 485281, 2010; further: potency means the concentration at half of the fitted maximal effect; on the % scale 0 is the no-effect control and ±100 the full control effect; nearly all actives have a fitted effect of over 20% in size
# Target sequence (P02791 2-175 limits assumed): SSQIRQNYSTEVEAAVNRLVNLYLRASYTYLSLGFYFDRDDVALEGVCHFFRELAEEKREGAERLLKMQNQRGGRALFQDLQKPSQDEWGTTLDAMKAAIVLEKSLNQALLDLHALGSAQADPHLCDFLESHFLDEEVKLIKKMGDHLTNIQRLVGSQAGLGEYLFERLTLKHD
#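 Horse-spleen apoferritin (10 uM) was mixed with 50% saturated 1-aminoanthracene in PBS, exposed to compounds for 10 min at room temperature, and read for fluorescence (ex 380 nm, em 535 nm). Competitive displacement was fitted with a four-parameter Hill equation.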
# ERG Ets-DNA blk: qHTS for Small Molecule Inhibitors of the ERG Ets/DNA interaction; Potency, µM (highest dose often 76.9 µM), for the others: at the highest dose FP activity, negative = inhibition, usual class: inhibitors; fluorescence polarization, His-ERG Ets domain / labelled DNA; AID 624246, 2012; Transcriptional regulator ERG (Homo sapiens), P11308; 370,000 tested, 0.028% active; active means well fitted inhibition curve with a large enough effect in the polarisation, with a control signal flat; inconclusive means small, poorly fitted or top-dose-only effect, or effect the other way, or a change in a side signal; inactive means no such curve, though single readings can be large or run the other way; the % refers to the polarisation;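 further: polarization taken with two DNA probes labelled with fluorescein and Texas red; potency means the concentration at half of the fitted maximal effect; % of control where 0% means no effect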
#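 His-tagged ERG Ets domain (1 uM in the protein solution; 300mM KCl, 50mM Tris-HCl, 1mM EDTA, 1mM DTT, pH 7.5) received compound, then a probe mix of 5 nM fluorescein-DNA and 100nM Texas-615-DNA. Fluorescence polarization was read for both dyes.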
# POLI inh: qHTS for Inhibitors of Polymerase Iota; Potency, µM (doses to about 115 µM), without a hit: at the highest dose activity, negative = inhibition, actives largely listed as inhibitors; DNA polymerase iota (Homo sapiens), Q9UNA4; Pol iota fluorescent replication assay, 10 min; AID 588590, 2011; 390,000 tested, 1% active; further: potency means the concentration at half of the fitted maximal effect
#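 Pol iota at 10 nM preincubated 15 min with compounds at room temperature; reaction started with fluorescent substrate, 50 nM final. Fluorescence read kinetically at 0 and 10 min; buffer-only wells as negative control.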
# * marks the source's active call; other numbers are inactive results; u = inconclusive; x = no result given; [ ] = remark or other dose. Unless noted, the call rests on the fitted dose curve; in most records, active means well fitted curve in the direction sought with a large enough effect; inconclusive means small, poorly fitted or top-dose-only effect, or another doubt; inactive means no such curve, though single readings can be large; an effect the other way counts as inactive or inconclusive. A portion of the library; count on the stated rates, not on these rows.
SMILES,APE1 inh,BLM helicase inh,TRHR agonist,POLB inh,Pol kappa inh,ALOX12 inh,Anesthetic bind,ERG Ets-DNA blk,POLI inh
COc1cccc(C=NNC(=O)C(C)SC(C)C(=O)NN=Cc2cccc(OC)c2)c1 (stereo not drawn),x,x,x,x,-16%,-4%,x,-1%,41%[activator]
COC(=O)c1cc(N=Nc2c(C)[nH]c3ccccc23)cc(C(=O)OC)c1,2%,-4%,0.3,4%,-11%,0%,4%,5%,-22%
CCCCOC(=O)CSc1nnc(N)s1,-4%,1%,0.3,-7%,-9%,12%,-20%,-6%,1%[58.9 µM]
CCCN(CC(=O)Nc1ccccc1C)C(=O)c1cccc(S(=O)(=O)N2CCN(c3ccccc3)CC2)c1,5%,x,0.4,x,-25%,-9%,x,13%,22%
O=[N+]([O-])c1ccc(O)c(/C=N/Nc2ccccn2)c1,0%,2%,0.1,-12%,-19%,7%,0%,-4%,6%
CCOC(=O)Cc1c(C)nc2c(-c3ccc(Cl)cc3)c(C)nn2c1C,-6%,-6%,-0.1,10%,-2%,3%,-1%,1%,-8%
CCCCN1C(C(=O)c2ccccc2)=C(OC(=O)CC)c2ccccc2S1(=O)=O,x,-10%,0.0,28%,-2%,u,-22%,-5%,u
CC12CCC(=O)N1C(C(=O)Nc1ccc(Cl)c(S(=O)(=O)N3CCCCC3)c1)CS2 (stereo not drawn),-8%,x,-0.1,x,-1%,-15%,x,-7%,18%
C[C@@H](C(=O)N1CCNCC1)n1cc(CCCN=C(N)N)nn1,-3%,-5%,0.2,40%,14%,-5%,-3%,-2%,u
CC(C)CCNC(=O)c1cc2c(=O)[nH]c3ccccc3c2s1,14%,-6%,0.7,0%,-15%,-4%,-11%,-2%,-6%
COc1ccc(NS(=O)(=O)c2ccc(NC(=S)NC(=O)c3cccc(F)c3)cc2)nn1,3%,-12%,-0.2,5%,4%,40µM*,10%,-8%,19%
O=C(Cc1ccccc1)NNC(=O)C1CC=CCC1 (stereo not drawn),4%[12.4 µM],2%,0.2,17%,-16%,1%,-5%,-2%,19%
Cc1nn(-c2ccccc2)c2sc(C(=O)N(CC(=O)NC(C)(C)C)Cc3ccco3)cc12,1%,-11%,0.5,-15%,-10%,-22%,-2%,-2%,-9%
CNc1snc(C)c1C(=O)OC(C)C(=O)Nc1cccc(OC)c1 (stereo not drawn),24%,x,-0.5,x,12%,-7%,x,8%,-2%
CN(C)S(=O)(=O)c1ccc(NC(=O)N2CCOCC2)cc1,3%,0%,1.2,70%,12%,-1%,-3%,-1%,-7%
CC1=CCC[C@@H]2[C@@](C)(CC/C(C)=C/C(=O)O)[C@H](C)CC[C@@]12C,u,-15%,-0.3,-1%,-10%,17%,4%,14%,-4%
COc1cc(C2=NOC(C(=O)NCc3ccco3)C2)cc(OC)c1OC (stereo not drawn),0%,6%,-0.5,-2%,-4%,19%,-8%,5%,38%[activator]
CCn1cc(S(=O)(=O)c2cc(C)cc(C)c2)c(=O)c2cc(F)c(N3CCCCC3)cc21,x,-7%,-0.2,22%,-4%,-2%,3%,0%,-2%
CCC(C)N(C(=O)COC(=O)CNC(=O)c1ccccc1F)C1CCS(=O)(=O)C1 (stereo not drawn),-12%,-5%,-0.1,41%,19%,-9%,0%,4%,7%
Cc1ccc(OC(=O)c2ccc([N+](=O)[O-])cc2Cl)cn1,33%,-5%,-0.2,-14%,-3%,0%,-5%,7%,-21%
COc1cccc(C2=NOC(C(=O)NCc3ccccn3)C2)c1 (stereo not drawn),-5%,0%,x,0%,-6%,25%,-8%,-1%,-8%[58.9 µM]
COc1ccc(C(=O)N(C)CCCC2CCCC2)cc1OC1CCN(C(C)C)CC1,45%,0%,-0.3,-1%,6%,-75%,-19%,-4%,9%
COC(=O)CN1C(=O)N/C(=C/c2cc(OC)c(OC)cc2C)C1=O,2%,0%,-0.5,1%,4%,0%,-9%,0%,37%[activator]
CC(=O)c1ccc(OCC(=O)Nc2cccc(S(=O)(=O)N3CCCC3)c2)cc1,-12%,x,-0.6,x,-8%,-55%,x,2%,-7%
O=[N+]([O-])c1cc(-c2ccn[nH]2)ccc1Cl,12%,1%,0.6,-2%,1%,2%,u,4%,52%[activator]

# Overlap with the part before: 3 entries, followed by the next part.
SMILES,APE1 inh,BLM helicase inh,TRHR agonist,POLB inh,Pol kappa inh,ALOX12 inh,Anesthetic bind,ERG Ets-DNA blk,POLI inh
COC(=O)CN1C(=O)N/C(=C/c2cc(OC)c(OC)cc2C)C1=O,2%,0%,-0.5,1%,4%,0%,-9%,0%,37%[activator]
CC(=O)c1ccc(OCC(=O)Nc2cccc(S(=O)(=O)N3CCCC3)c2)cc1,-12%,x,-0.6,x,-8%,-55%,x,2%,-7%
O=[N+]([O-])c1cc(-c2ccn[nH]2)ccc1Cl,12%,1%,0.6,-2%,1%,2%,u,4%,52%[activator]
CCN1C(=O)S/C(=C\c2ccc(N3CCOCC3)cc2C)C1=O,-4%,-4%,2.1,22%,-7%,7%,-16%,-2%,-9%
Cc1ccc(C(=O)NC(=S)Nc2cc(C(F)(F)F)ccc2Cl)cc1,0%,0%,-0.9,1%,-5%,-5%,-10%,0%,5%
Cc1ccc(S(=O)(=O)N2CCCN(S(=O)(=O)c3ccc(C)c(C)c3)CC2)cc1C,3%,-6%,0.8,-12%,-7%,14%,-8%,-4%,12%
Cc1ccc(NC(=O)CCCOc2ccccc2)cc1S(=O)(=O)N1CCOCC1,-4%,x,0.3,x,9%,86%[activator],x,5%,-3%
CC(C)(C)CNC(=O)c1cccc2c1C(=O)c1ccc(-c3cc4ccccc4o3)cc1S2(=O)=O,8%,x,x,x,-7%,-3%,x,-7%,18%
Cc1ccc(NCc2cccnc2)cc1,3%,-1%,-0.5,0%,-20%,u,-11%,0%,5%
C/C(CC(=O)Nc1ccc(C)c(Cl)c1)=N\NC(=O)Cc1cccs1,-7%,-6%,0.3,4%,10%,9%,-13%,-2%,-26%
COc1ccccc1NC(=O)CC(NCc1ccccc1)C(=O)O (stereo not drawn),3%,4%,0.2,9%,-6%,-12%,37%,-14%,1%
Cc1nn(Cc2ccc(Cl)cc2)c(C)c1NC(=O)C(c1ccccc1)c1ccccc1,-5%,-10%,0.0,-1%,-10%,-19%,-10%,-7%,5%
N#CCNC(=O)c1nn2c(C(F)(F)F)cc(-c3ccccc3)nc2c1Br,-8%,-4%,0.4,15%,-7%,-2%,6%,8%,163%[activator]
O=C(C/C=N\OCc1ccc([N+](=O)[O-])cc1)Nc1ccccc1,1%,-3%,-1.4,20%,-6%,5%,-22%,-4%,52%[activator]
O=C1Cc2cc(S(=O)(=O)Nc3ccc(N4CCOCC4)cc3)ccc2N1,u,x,x,x,-39%,39%[activator],x,0%,-13%
Cc1ccc(N2CC(c3nnc(NC(=O)c4ccco4)s3)CC2=O)cc1C (stereo not drawn),x,0%,-0.9,13%,5%,-21%,-6%,-6%,1%
CC(=O)Oc1ccc(/C=C2/SC(=S)N(Cc3ccccc3)C2=O)cc1,-8%,-6%,0.8,19%,-2%,-5%,2%,65%[activator],40%[activator]
COCCCNC(=O)CN(Cc1ccc(Cl)cc1)S(C)(=O)=O,-3%,-1%,0.5,10%,0%,-20%,-4%,x,42%[activator]
CCOc1ccc(-n2c(Cc3cc(=O)[nH]c(=O)[nH]3)nnc2SCC(=O)Nc2nnc(C)s2)cc1,1%,1%,-0.1,15%,-6%,-11%,-8%,-14%,20%
COC(=O)c1cccc(N(C(=O)CNC(=O)c2ccco2)C(C(=O)NC2CCCC2)c2ccco2)c1 (stereo not drawn),1%,-2%,-0.2,3%,-4%,0%,-14%,-3%,-11%
COc1ccc(OC)c(S(=O)(=O)Nc2cc(OC)c(Cl)cc2OC)c1,5%,0%,-0.2,43%,-2%,-16%,-13%,0%,-5%
O=C(c1ccco1)n1nc(-c2ccc(Cl)cc2)nc1NCc1ccc(F)cc1,x,0%,0.3,11%,-9%,-3%,-1%,-2%,48%[activator]
Cc1ccccc1NC(=S)NCc1ccc(F)cc1,1%,-2%,-0.3,u,-13%,u,-8%,10%,-10%
Cc1ccc(NC2c3ncccc3C(=O)N2Cc2cccs2)cc1C (stereo not drawn),u,-4%,0.0,23%,0%,u,u,10%,u
COc1ccccc1OCC(=O)NCC(C)NC(=O)COc1ccccc1OC (stereo not drawn),20%,x,-0.3,x,-1%,19%,x,2%,-6%
CCc1ccc(S(=O)(=O)c2nnn3c2nc(Nc2cc(OC)cc(OC)c2)c2cc(Cl)ccc23)cc1,x,0%,-0.1,17%,4%,3%,-2%,3%,18%
O=C(N/C(=C/c1ccc(Br)cc1)C(=O)N1CCOCC1)c1ccc(Br)o1,12%,0%,-0.6,5%,-7%,-9%,0%,2%,41%[activator]
COc1ccc(/C=N/c2oc(-c3ccccc3)cc2C#N)cc1OC,0%,-5%,0.0,7%,-16%,101%[activator],-2%,10%,0%
COc1ccccc1-c1cc(N)n[nH]1,0%,-10%,-1.8,4%,-17%,33%[activator],u,0%,-3%
